Bioassay records as filed in PubChem BioAssay.
Dyrk1A ADPGlo – blocks rat Dyrk1A kinase activity | ADP-Glo luminescence, NFATc1 peptide | inhibition, % at 12.5 µM | hit rate 0.43% among 310,000; in the data active means inhibition above about 50%;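 further: plate controls were vehicle with enzyme for no effect and no enzyme for full effect; many of its hits are not listed in these tables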
IEC-6 tox – kills IEC-6 intestinal cells in KLF5 counter-screen | AID 1825 | hit rate 0.78% among 290,000 | IEC-6 cytotoxicity, luminescence viability | inhibition, % at 5 µM; in the data active means inhibition above about 22%;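 further: 0% = plate median of test compound wells and 100% = cytotoxic reference compound wells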
aSyn 5UTR inh – 5' untranslated region of α-synuclein, MLPCN primary screen | alpha-synuclein 5'UTR reporter, inhibitor activity | inhibition, % (tested at 7.5 µM) | hit rate 0.82% among 300,000 | AID 1813; in the data active means inhibition above about 60%; inconclusive means no clear call, values can overlap the other calls;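 further: H4 neuroglioblastoma cells stably carrying SNCA 5'UTR luciferase fusion; 0% = DMSO wells and 100% = positive control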
HSF1 inh – HSF1 inhibition; hit rate 0.77% among 300,000; NIH3T3-HGL HSE-luciferase, MG132-induced, luminescence 8 h; active compounds read low; activity change, negative = inhibition, % at 7.5 µM (by protocol);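 active means more than half of replicate wells show activity change below -50%, luminescence cut by over half; inconclusive means some wells, but at most half, below -50%; inactive means no replicate well below -50%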;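 further: luciferase reports HSF-1 transcriptional activity via heat shock element; 0% = median of DMSO wells and -100% = zero luminescence signal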
Platelet DG rel – platelet dense granule release activity | human platelet-rich plasma, SFLLRN dense granule ATP release, luminescence | inhibition, %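 (compounds screened at 7.5 µM in platelet-rich plasma)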 | hit rate 0.22% among 300,000;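 active means mean replicate score, as percent of positive control, at or above 50; inconclusive means mean below 50 but at least one replicate at or above 50; inactive means mean and every replicate below 50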
GSK3 alpha inh – inhibitors of human GSK-3 alpha kinase; hit rate 0.1% among 320,000; AID 2650; inhibition, % at 10 µM; ADP-Glo luminescence, 60 min;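 in the data active means inhibition above about 50%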;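 further: GST-tagged GSK-3 alpha with peptide substrate and 25 µM ATP; 0% = DMSO neutral wells and 100% = GW8510 positive control wells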
Target sequence (P49840 whole entry, looked up): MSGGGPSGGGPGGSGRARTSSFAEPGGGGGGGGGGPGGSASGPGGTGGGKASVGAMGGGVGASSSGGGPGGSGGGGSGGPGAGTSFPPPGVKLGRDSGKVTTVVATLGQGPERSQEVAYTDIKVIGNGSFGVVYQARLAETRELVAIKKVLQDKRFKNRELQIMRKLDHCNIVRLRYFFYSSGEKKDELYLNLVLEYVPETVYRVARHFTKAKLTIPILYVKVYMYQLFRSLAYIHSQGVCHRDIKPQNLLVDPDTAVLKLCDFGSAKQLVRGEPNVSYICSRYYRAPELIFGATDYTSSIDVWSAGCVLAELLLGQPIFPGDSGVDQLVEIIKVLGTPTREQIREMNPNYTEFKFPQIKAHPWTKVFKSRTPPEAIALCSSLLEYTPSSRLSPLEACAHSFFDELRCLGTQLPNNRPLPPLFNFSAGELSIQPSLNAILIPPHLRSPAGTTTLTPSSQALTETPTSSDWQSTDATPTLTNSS
KLF5 inhibitor – kruppel-like factor 5 inhibition; DLD-1 KLF5 promoter-luciferase reporter, luminescence; inhibition, % at 5 µM; hit rate 0.23% among 290,000; AID 1700;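 active means inhibition above a per-plate limit of that plate's mean compound inhibition plus 3 SD, cut at about 60% in these data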;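 further: 0% = DMSO wells and 100% = LY294002 at 200 µM; higher means less KLF5 promoter-driven luciferase light; inactives centre near -14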
HSP90 inh – blocks HSP90-mediated luciferase refolding in reticulocyte lysate; Rabbit reticulocyte lysate, luciferase refolding luminescence, 3 h; inhibition, % at 5.6 µM; hit rate 0.91% among 290,000; AID 1789;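 active means inhibition above the screen-wide mean plus 3 SD, computed separately per campaign, cut at about 16% in these data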;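 further: 0% = DMSO wells and 100% = 60 µM geldanamycin wells; inhibitors lower the luminescence because luciferase stays unfolded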
GSK3B inh – human GSK3beta kinase inhibition | P49841 | activity score (negative = inhibition), % at 10 µM | GST-GSK3beta kinase, ADP-Glo luminescence, 60 min; active compounds read low | hit rate 0.038% among 300,000 | AID 2097;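 active means more than half of replicate wells score below -50%, meaning over 50% inhibition versus plate controls; inconclusive means some replicates but at most half score below -50%; inactive means no replicate scores below -50%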;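 further: 0% = median DMSO wells and -100% = median GW8510 positive control wells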
Target sequence (P49841 whole entry, looked up): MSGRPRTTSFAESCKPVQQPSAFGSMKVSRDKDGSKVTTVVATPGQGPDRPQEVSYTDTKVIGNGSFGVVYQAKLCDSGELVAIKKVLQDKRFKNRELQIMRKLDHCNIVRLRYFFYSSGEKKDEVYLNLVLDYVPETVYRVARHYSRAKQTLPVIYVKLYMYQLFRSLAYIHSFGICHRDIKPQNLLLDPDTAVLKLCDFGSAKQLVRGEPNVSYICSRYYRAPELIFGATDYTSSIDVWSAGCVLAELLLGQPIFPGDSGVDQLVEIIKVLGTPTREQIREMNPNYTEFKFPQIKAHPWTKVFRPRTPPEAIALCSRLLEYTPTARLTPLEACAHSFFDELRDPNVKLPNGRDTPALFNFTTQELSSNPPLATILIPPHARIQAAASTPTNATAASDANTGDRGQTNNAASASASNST
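Test system: GST-fused GSK3beta enzyme, cell-free | Quantity: 1.6 ng GST-GSK3beta enzyme per well | Reagent: 25 µM ATP with peptide substrate | Schedule: 60 min enzyme reaction, room temperature | Signal: Luminescent ADP-Glo measurement of ADP formed | Read-out basis: Score relative to plate controls | Control set: DMSO and 20 µM GW8510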
HSF1 activator – increases HSF-1 driven luciferase reporter signal. activation, % at 9 µM. hit rate 1.7% among 300,000. NIH3T3-HGL HSF-1 luciferase reporter, MG132, 8 h; 100% = twice DMSO control signal;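 active means mean replicate activation of at least 50% with a set share of replicates each reaching 50%; inconclusive means only one of those two conditions met; inactive means mean below 50% and too few replicates reaching it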;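 further: 0% = median of the neutral control wells and 100% = twice that signal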
The depositor's hits bear a star; ? = inconclusive; nt = not tested or not shown. Some of the compounds tested (hit frequency here may not be typical).

canonical_smiles | Dyrk1A ADPGlo | IEC-6 tox | aSyn 5UTR inh | HSF1 inh | Platelet DG rel | GSK3 alpha inh | KLF5 inhibitor | HSP90 inh | GSK3B inh | HSF1 activator
CN(CCc1ccccn1)C(=O)CCC1CCCN(C(=O)c2ccccn2)C1 (stereo not drawn) | -3 | 6 | 1 | 0 | 10 | 1 | 11 | 2 | -3 | 0
CC12CN3CCN(CC(C3)/C1=N\NC(=O)c1ccccc1N)C2 | 4 | 5 | -83 | 17 | 12 | 2 | -75 | -1 | 2 | 28
Cc1cc(N)n(-c2ccc(S(N)(=O)=O)cc2[N+](=O)[O-])n1 | 3 | 1 | -13 | 4 | -3 | -1 | -5 | -1 | -3 | 11
Cn1cc(C(=O)N2CCN(c3cccc(Cl)c3)CC2)c(=O)c2cc(S(=O)(=O)N3CCOCC3)ccc21 | 1 | -2 | 0 | -3 | -3 | 0 | -5 | -6 | 2 | 1
Cc1nc2ccccc2c(=O)n1/N=C/c1ccccn1 | -3 | 1 | 23 | -7 | 9 | -2 | -1 | 1 | 2 | -5
O=C(c1ccc2oc(CCCc3ccccc3)nc2c1)N1CCCC1 | 1 | 2 | -141 | 46 | 1 | 9 | -196 | 8 | 2 | 87*
O=C(CN1C(=O)C2CC=CCC2C1=O)OCC(=O)c1ccc(Cl)c([N+](=O)[O-])c1 (stereo not drawn) | -14 | -2 | -45 | 0 | 5 | 1 | -15 | -3 | 0 | -2
CC(=O)Oc1ccc(C(=O)Nc2cccnc2)cc1 | 39 | -3 | -11 | -1 | 11 | 3 | -28 | 0 | 0 | -4
O=C(c1cccc(Oc2ccccc2)c1)N1CCN(c2ccccn2)CC1 | -6 | -7 | 14 | 7 | 11 | -2 | 1 | -1 | 1 | 7
N#CCSc1nnc(-c2cnccn2)n1Cc1ccccc1 | 3 | 0 | 13 | ? | 5 | -1 | -37 | 5 | -2 | -28
COc1ccc2[nH]c(=O)c(CN(C)C(=O)C3CCCCC3)cc2c1 | 0 | 0 | -4 | 10 | 2 | -1 | -23 | -2 | -12 | 22
CCN(c1ccccc1)S(=O)(=O)c1ccc2[nH]cc(C(=O)N3CCOCC3)c(=O)c2c1 | 3 | 5 | -11 | -10 | 10 | 1 | 15 | 2 | -1 | 0
O=C(CSc1nnc(CNc2cccc(Cl)c2)o1)OC1CCCCC1 | 6 | -8 | -11 | 2 | -1 | 0 | -17 | -2 | 2 | 32
CNC(=O)CSc1nnc(-c2cc(C)cc(C)c2)o1 | 0 | -5 | 3 | 4 | -1 | -2 | -27 | 2 | -1 | 22
CCOc1cc(C)c(Cl)cc1S(=O)(=O)n1cnc2ccccc21 | 0 | 3 | 18 | -2 | -5 | -1 | -25 | 0 | 0 | -2
Cc1cc(Oc2ccccc2F)nc(NCc2ccccc2)n1 | 6 | -2 | 18 | -3 | -2 | nt | 1 | -1 | 4 | -14
COc1cc(-c2nnc(SCC(=O)/C(C#N)=C(\C)N)o2)cc(OC)c1OC | 1 | -3 | -45 | 3 | -2 | 0 | -20 | -3 | 0 | 8
O=C(C1CCCO1)N(Cc1ccccc1)c1ccccc1 (stereo not drawn) | 3 | 3 | 12 | -4 | -4 | -1 | 8 | 0 | -1 | -16
COc1ccccc1-c1c(C)nn2c(-c3ccccc3)cc(C)nc12 | -4 | 3 | 12 | 3 | 13 | -3 | -9 | 2 | 1 | 2
COc1ccc(S(=O)(=O)NC(C(=O)NCCc2ccccn2)C(C)C)cc1 (stereo not drawn) | nt | 7 | 1 | 0 | -7 | -2 | 2 | 0 | 0 | -3
O=C(Nc1cccc(C(F)(F)F)c1)c1ccc(-n2cncn2)nc1 | 2 | -6 | 18 | nt | -1 | 0 | 0 | -4 | 2 | nt
Cc1ccc(NC(=O)c2ccccn2)cc1S(=O)(=O)N1CCOCC1 | -3 | -2 | -6 | -6 | 10 | 0 | -23 | -2 | 0 | 11
COc1ccc(OCCC(=O)Nc2ccccc2)cc1 | -4 | 2 | -15 | 8 | -5 | 0 | -65 | -2 | 1 | 3
NS(=O)(=O)c1ccc(CCNC(=O)Cc2cccs2)cc1 | nt | -1 | -10 | -4 | -11 | 0 | -27 | 2 | -2 | 31
Cc1cc(C)c(C(=O)Nc2ccc(C)c(C)c2)c(CC(C)(C)C(=O)O)c1 | nt | -1 | nt | nt | nt | -1 | -11 | -3 | 5 | nt
O=C(NCc1cccnc1)C1CCN(S(=O)(=O)c2cccs2)CC1 | 3 | 4 | -9 | -6 | 2 | nt | -13 | -3 | -9 | 1
COc1ccc(S(=O)(=O)NCCCn2ccnc2)cc1C(C)(C)C | 9 | -5 | 0 | -1 | 1 | -2 | -6 | -4 | 0 | 2
Cc1ccc(N2CC(C(=O)NCCS(=O)(=O)N3CCN(c4ccccc4)CC3)CC2=O)cc1C (stereo not drawn) | 1 | -8 | 13 | 3 | 3 | 1 | -15 | -3 | 3 | 0
COc1ccc(CNC(=O)CN(C(=O)CCC(=O)Nc2ccccn2)c2ccccc2OC)cc1 | 17 | -5 | 2 | -4 | 1 | 2 | -3 | -4 | 2 | -7
O=C(/C=C/c1ccc(Cl)cc1)N1CCN(c2ccccc2[N+](=O)[O-])CC1 | 9 | 5 | 8 | nt | 1 | -1 | -23 | 2 | 0 | nt
CSc1ncccc1C(=O)OCC(=O)NC(=O)NCCC(C)C | 2 | 3 | -16 | -4 | 5 | -2 | 20 | 5 | 1 | -5
CC(C)C(C(=O)Nc1cccnc1)N1C(=O)c2ccccc2C1=O (stereo not drawn) | 1 | -2 | -1 | -3 | -10 | 0 | 8 | -1 | -3 | 6
Cc1ccc(S(=O)(=O)Cn2nnnc2C(CC(C)C)N2CCN(C(=O)c3ccco3)CC2)cc1 (stereo not drawn) | -1 | -4 | 2 | -4 | -2 | -2 | 21 | 3 | 1 | -1
COc1ccc(/C=C/C(=O)Oc2cccc(/C=N/NC(=O)Cc3ccc(Br)cc3)c2)cc1 | 2 | -1 | -80 | 8 | 4 | -3 | -41 | 4 | 2 | 26
COc1ccc(N2CCN(C(=O)CCc3nnc4ccc(N5CCCC5)nn34)CC2)cc1 | 0 | -1 | 6 | 0 | 4 | 1 | -12 | -2 | -4 | 14
O=C(/C=C/c1c(F)cccc1Cl)Nc1ccncc1 | 2 | 3 | -328 | 42 | -11 | 2 | -41 | 2 | -1 | 69*
COC(=O)c1c(C)cc(OC(C)=O)c(C)c1OC(C)=O | 7 | -1 | -8 | -9 | -3 | -2 | -50 | 0 | 4 | 0
Cc1c(Cl)cccc1N=Cc1ccc([N+](=O)[O-])s1 | -17 | -4 | -89 | 17 | 0 | 0 | 3 | 0 | 1 | 26
COc1ccc(OC)c(NC(=O)c2ccc3c(=O)n(CCc4ccccc4)c(=S)[nH]c3c2)c1 | -7 | -6 | -11 | -5 | -3 | nt | -1 | 1 | -1 | -2
COc1ccc(Cl)cc1NC(=O)Cn1nnc(C(=O)NCCc2ccc(OC)c(OC)c2)c1N | -3 | 1 | 14 | -2 | -4 | 1 | -16 | -1 | -3 | 6

2 of the compounds above, with each value named:
smiles: COC(=O)c1c(C)cc(OC(C)=O)c(C)c1OC(C)=O
  Dyrk1A ADPGlo: 7
  IEC-6 tox: -1
  aSyn 5UTR inh: -8
  HSF1 inh: -9
  Platelet DG rel: -3
  GSK3 alpha inh: -2
  KLF5 inhibitor: -50
  HSP90 inh: 0
  GSK3B inh: 4
  HSF1 activator: 0

smiles: Cc1c(Cl)cccc1N=Cc1ccc([N+](=O)[O-])s1
  Dyrk1A ADPGlo: -17
  IEC-6 tox: -4
  aSyn 5UTR inh: -89
  HSF1 inh: 17
  Platelet DG rel: 0
  GSK3 alpha inh: 0
  KLF5 inhibitor: 3
  HSP90 inh: 0
  GSK3B inh: 1
  HSF1 activator: 26

(continued)
canonical_smiles | Dyrk1A ADPGlo | IEC-6 tox | aSyn 5UTR inh | HSF1 inh | Platelet DG rel | GSK3 alpha inh | KLF5 inhibitor | HSP90 inh | GSK3B inh | HSF1 activator
CC(=O)Nc1ccc(NC(=O)c2c([N+](=O)[O-])c(C(C)(C)C)nn2C)cc1 | nt | 5 | 1 | -14 | -14 | 0 | -28 | -1 | 2 | -8
Cc1ccc(S(=O)(=O)N2CCOCC2)cc1C(=O)OC1CCCCC1=O (stereo not drawn) | -5 | 0 | 0 | 1 | -7 | -2 | -27 | 7 | -2 | 19
COC(=O)c1ccc(OCC(O)CN(CCO)CC(O)Cn2ccc3ccccc32)cc1 (stereo not drawn) | -3 | -7 | 13 | -2 | -8 | -3 | -24 | 1 | -2 | 2
O=C(O)CN1C(=O)C(=O)N(Cc2ccc(Cl)c(Cl)c2)C1=O | nt | 2 | 7 | -4 | 7 | -1 | 0 | -1 | 4 | -16
COc1ccc(OC)c(NC(=O)c2cccc(NC(=O)c3ccccc3)c2)c1 | nt | 15 | -33 | 0 | -4 | -2 | -36 | -2 | 0 | 18
COc1ccc(S(=O)(=O)NCCc2ccccc2)c2cccnc12 | -1 | -8 | 2 | 6 | 2 | 0 | -23 | -3 | 4 | 20
Cc1cc(S(=O)(=O)N2CCOCC2)ccc1OCC(=O)NCCCn1ccnc1 | 1 | 3 | -8 | -5 | -2 | -1 | -9 | -2 | 2 | 1
CCOC(=O)N1CCN(C(=O)c2ccc(N(Cc3ccccc3Cl)S(C)(=O)=O)cc2)CC1 | -5 | -10 | 5 | -8 | -3 | -2 | -33 | 0 | -1 | 5
CCOC(=O)Nc1nnc(Cc2ccc(Cl)c(Cl)c2)s1 | -1 | 0 | -27 | 8 | 0 | 0 | 2 | -1 | -1 | -10
O=S(=O)(c1cc(F)ccc1F)N1CCN(C2CCCCC2)CC1 | 2 | 4 | 7 | -1 | -4 | 1 | -24 | 0 | 0 | -24
COc1ccc(-n2c(C)csc2=S)cc1 | 6 | 0 | 1 | 2 | -4 | -2 | -21 | 5 | -1 | 2
FC(F)(F)c1cnc(N2CCCN(C(=S)Nc3ccccc3)CC2)c(Cl)c1 | 11 | -6 | -14 | 1 | 8 | -4 | -56 | 3 | 1 | 10
Cc1ccccc1S(=O)(=O)Cc1ccc(C(=O)NC2CCCC2)o1 | -6 | 5 | -37 | -1 | -8 | -3 | -10 | -2 | 1 | 2
CN1CCN(c2nc3ccccn3c(=O)c2/C=C(\C#N)S(=O)(=O)c2ccc(Cl)cc2)CC1 | 0 | -1 | -1 | 0 | 6 | 1 | 13 | 2 | 2 | 7
N#CC(C#N)=C(N)CSc1cccc[n+]1[O-] | -3 | 24* | -27 | -2 | 3 | 1 | -19 | -2 | 1 | 5
O=C(Nc1nnc(-c2cccs2)o1)c1cccc(Oc2ccccc2)c1 | 0 | 0 | nt | nt | nt | -4 | -30 | 1 | nt | nt
COCCNc1nnc(Cc2ccc(Cl)cc2)c(=O)[nH]1 | -3 | -4 | 4 | -1 | nt | 0 | -23 | -5 | 1 | -2
CCN1CCc2c(OCC(=O)Nc3ccc(C)cc3)cccc2C1=O | 2 | -2 | -2 | 2 | 10 | -1 | 5 | -3 | -2 | -2
